Source: PubChem BioAssay
PPARg SRC1 recr: PPARgamma-driven SRC-1 recruitment agonism; P37231; PPARgamma-SRC-1 coactivator recruitment biochemical assay; activation, % at 8 µM; 0.41% of 200,000 active; in the data active = activation above about 19%;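 note: 0% = DMSO and 100% = reference agonist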
SRC2 TRFRET art: counter-screen for PPARgamma SRC-2 recruitment agonists: TR-FRET artefact | active compounds read high | TR-FRET ratio at 8 µM | 0.4% of 200,000 active; in the data active = TR-FRET ratio above about 2000; note: inactives centre near 1500; reference of the scale not given here
Lmaj promast: Leishmania major promastigote growth inhibition | inhibition, % at 10 µM | Leishmania major promastigotes, resazurin fluorescence viability | 9% of 200,000 active; in the data active = inhibition above about 50%;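 note: promastigotes grown with compound for 44 hours at 28 °C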
PPARg SRC-3 ag: promotes SRC-3 coactivator recruitment by human PPARgamma. P37231. 0.26% of 200,000 active. AID 731. biochemical PPARgamma/SRC-3 coactivator recruitment assay. activation, % at 8 µM; in the data active = activation above about 23%;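 note: 0% = DMSO and 100% = reference agonist; some compounds past the cut are filed as inactive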
PPARg SRC2 recr: agonists of SRC-2 recruitment by human PPARgamma | PPARgamma LBD-SRC-2 recruitment, biochemical | activation, % at 8 µM | 0.34% of 200,000 active | AID 1032; in the data active = activation above about 22%;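 note: 0% = vehicle and 100% = reference agonist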
bIAP act: intestinal alkaline phosphatase (bovine) activation. purified bovine IAP, CDP-star luminescence, 30 min; active compounds read high; fold of DMSO-control signal, blank-subtracted. activation factor at 20 µM. 0.17% of 200,000 active. AID 1016;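 active = activation factor of 2 or more at 20 µM, a signal rise over negative controls twice the positive control's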
S1P3 antagonist: antagonists of human S1P3 receptor | AID 485 | CHO S1P3 NFAT-BLA reporter, FRET fluorescence, antagonist mode | 0.27% of 170,000 active | inhibition, % at 4.98 µM | Q99500;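 active = inhibition above the plate cutoff, the mean inhibition of test wells on that plate plus 3 SD, cut at about 28% in these data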;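 note: cells challenged with S1P at its EC80 of 0.8 µM; blue over green emission ratio from cleaved BLA substrate after 4 h stimulation; 0% = S1P-stimulated wells and 100% = unstimulated DMSO-only wells; some compounds past the cut are filed as inactive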
Target sequence (Q99500 whole entry, looked up): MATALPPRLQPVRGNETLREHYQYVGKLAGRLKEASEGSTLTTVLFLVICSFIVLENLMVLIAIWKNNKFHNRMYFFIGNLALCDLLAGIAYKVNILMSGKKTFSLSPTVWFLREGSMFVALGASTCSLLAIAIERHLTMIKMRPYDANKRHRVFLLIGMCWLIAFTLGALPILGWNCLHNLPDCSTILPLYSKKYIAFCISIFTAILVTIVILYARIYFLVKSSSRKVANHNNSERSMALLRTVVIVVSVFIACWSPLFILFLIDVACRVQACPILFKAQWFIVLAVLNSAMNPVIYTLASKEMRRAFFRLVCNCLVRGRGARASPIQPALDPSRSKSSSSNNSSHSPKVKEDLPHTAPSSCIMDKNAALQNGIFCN
ROMK primary: modulators of human ROMK potassium channel | B-score at 10 µM | Tet-inducible ROMK, thallium flux fluorescence; actives lie on both sides | AID 1918 | 2% of 130,000 active | P48048;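 active = signal ratio slope over the read window, or its plate-corrected B-score, at least 3 SD from the plate mean, either direction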;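 note: B-score of the F/F0 ratio slope over 7 to 12 s after thallium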
Target sequence (P48048 whole entry, looked up): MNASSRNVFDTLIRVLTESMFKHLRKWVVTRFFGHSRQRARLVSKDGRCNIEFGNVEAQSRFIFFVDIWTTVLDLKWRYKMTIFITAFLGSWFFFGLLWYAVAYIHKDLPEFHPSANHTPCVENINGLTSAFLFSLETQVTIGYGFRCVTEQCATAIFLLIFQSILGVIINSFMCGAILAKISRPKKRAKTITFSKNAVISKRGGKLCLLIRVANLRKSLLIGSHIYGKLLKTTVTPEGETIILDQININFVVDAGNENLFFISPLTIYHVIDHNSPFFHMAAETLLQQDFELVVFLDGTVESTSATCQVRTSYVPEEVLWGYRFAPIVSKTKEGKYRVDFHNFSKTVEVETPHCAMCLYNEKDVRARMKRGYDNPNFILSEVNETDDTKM
TLR4 MyD88 comp: inhibitors of human TLR4-MyD88 binding; O00206+Q99836; HeLa CL3-4 TLR4/MyD88 BLA complementation, FRET ratio; inhibition, % at 8.4 µM; 0.18% of 200,000 active; AID 861; in the data active = inhibition above about 25%;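 note: 0% = vehicle and 100% = reference inhibitor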
Redox H2O2 prof: compounds producing H2O2 with reducing agent – biochemical, NIH compound library profiling, artefact control for MLSCN library redox annotation, primary screen. 0.03% of 200,000 active. DTT-dependent redox cycling H2O2, phenol red/HRP absorbance; 100% = 100 µM peroxide control, 0% = buffer. activation, % at 10 µM;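 active = activation of at least 50% relative to the plate's high and low controls in the primary single-dose screen; inactive = activation below 50%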;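 note: compound incubated with DTT at 0.8 mM final as the reducing agent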
bIAP inh: blocks bovine intestinal alkaline phosphatase activity; purified bovine IAP, CDP-star luminescence, 30 min; inhibition, % at 20 µM; 190,000 tested, under 10 active; AID 1019;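 active = over 50% inhibition of intestinal alkaline phosphatase at 20 µM in the single-dose screen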
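Assay system: bovine IAP enzyme; medium: DEA buffer 100 mM, pH 9.8, with MgCl2 1.0 mM, ZnCl2 0.02 mM; doses: 20 µM single dose; incubation: enzyme reaction for 30 min at room temperature; detection: CDP-star luminescence signal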
Active calls of the source: *. This is a random part of the collection; overall some 11% were active at least once.

`COc1ccc(CCNc2ncnc3sccc23)cc1OC` gave PPARg SRC1 recr 10.6, SRC2 TRFRET art 1623, Lmaj promast 33.0, PPARg SRC-3 ag 2.5, PPARg SRC2 recr 1.2, bIAP act 1, S1P3 antagonist 49.1*, ROMK primary -1.29, TLR4 MyD88 comp -6.8, Redox H2O2 prof -0.6 and bIAP inh -2.8.
`OCCN1CCN(CC(O)COc2ccc3c(c2)OCO3)CC1` (stereo not drawn) gave PPARg SRC1 recr -4.1, SRC2 TRFRET art 1454, Lmaj promast -1.9, PPARg SRC-3 ag -2.0, PPARg SRC2 recr 2.7, bIAP act 1.1, S1P3 antagonist -4.9, TLR4 MyD88 comp 3.0, Redox H2O2 prof 1.7 and bIAP inh -5.4.
`CC1CCN(c2c(NCC3CCC(C(=O)NCCc4ccccc4)CC3)c(=O)c2=O)CC1` (stereo not drawn) gave PPARg SRC1 recr -0.3, SRC2 TRFRET art 1559, Lmaj promast -2.7, PPARg SRC-3 ag 2.8, PPARg SRC2 recr 6.2, bIAP act 0.9, S1P3 antagonist -3.1, ROMK primary -0.153, TLR4 MyD88 comp 1.4, Redox H2O2 prof 0.4 and bIAP inh 11.7.
For COC(=O)c1ccc(NC(=O)C(=O)N2CCN(C(=S)Nc3ccccc3OC)CC2)cc1 the results were PPARg SRC1 recr -6.3, SRC2 TRFRET art 1429, Lmaj promast 34.1, PPARg SRC-3 ag -0.1, PPARg SRC2 recr -0.8, bIAP act 0.9, S1P3 antagonist 6.3, ROMK primary -0.0914, TLR4 MyD88 comp -10.2, Redox H2O2 prof 0.1 and bIAP inh 9.6.
`CN(C)S(=O)(=O)c1ccc(Nc2nc(C3CC3)nc3c2nnn3Cc2ccccc2Cl)cc1` gave PPARg SRC1 recr -2.5, SRC2 TRFRET art 1505, Lmaj promast 9.4, PPARg SRC-3 ag -0.9, PPARg SRC2 recr 5.2, bIAP act 0.2, S1P3 antagonist 5.3, TLR4 MyD88 comp -4.4 and Redox H2O2 prof 0.5.
Cc1nc2sc(C(=O)Nc3ccccc3)c(N)c2c(C)c1[N+](=O)[O-] was read as PPARg SRC1 recr 13.6, SRC2 TRFRET art 1736, Lmaj promast -5.9, PPARg SRC-3 ag 2.9, PPARg SRC2 recr 10.5, bIAP act 1.1, S1P3 antagonist -9.2, ROMK primary -0.402, TLR4 MyD88 comp -3.3, Redox H2O2 prof -0.3 and bIAP inh -5.7.
Cc1ccc(C(=O)Nc2c(-c3cccs3)nc3cc(C)ccn23)cc1 was read as PPARg SRC1 recr -1.5, SRC2 TRFRET art 1652, Lmaj promast -8.2, PPARg SRC-3 ag -1.3, PPARg SRC2 recr 8.6, bIAP act 1, TLR4 MyD88 comp -8.3, Redox H2O2 prof -0.7 and bIAP inh -1.3.
For Cc1cc(=O)oc2cc(OCC(O)CN3CCN(c4ccccc4)CC3)ccc12 (stereo not drawn) the results were PPARg SRC1 recr -2.3, SRC2 TRFRET art 1693, Lmaj promast -3.1, PPARg SRC-3 ag 7.8, PPARg SRC2 recr 5.2, bIAP act 1.2, S1P3 antagonist -20.1, ROMK primary 0.0916, TLR4 MyD88 comp -6.7, Redox H2O2 prof 0.1 and bIAP inh -18.3.
`CCn1c(CN2CCN(c3cccc(C)c3C)CC2)n[nH]c1=S` gave PPARg SRC1 recr 0.2, SRC2 TRFRET art 1557, Lmaj promast -3.1, PPARg SRC-3 ag 5.7, PPARg SRC2 recr -0.6, bIAP act 0.9, S1P3 antagonist 12.6, ROMK primary -0.069, TLR4 MyD88 comp -9.3, Redox H2O2 prof -0.5 and bIAP inh 7.9.
For CN1C(=S)SC(/[N+]([O-])=C\c2cccs2)C1(C)C (stereo not drawn) the results were PPARg SRC1 recr -0.5, SRC2 TRFRET art 1635, Lmaj promast -1.6, PPARg SRC-3 ag -6.6, PPARg SRC2 recr 8.7, bIAP act 0.9, S1P3 antagonist -31.1, TLR4 MyD88 comp 1.2, Redox H2O2 prof 1.5 and bIAP inh 5.2.
CC(C)N=C1NN=C(c2ccc(Cl)c(Cl)c2)CS1 was read as PPARg SRC1 recr -1.2, SRC2 TRFRET art 1677, Lmaj promast 29.9, PPARg SRC-3 ag 0.6, PPARg SRC2 recr -7.2, bIAP act 1, S1P3 antagonist -3.8, ROMK primary 0.343, TLR4 MyD88 comp -8.6, Redox H2O2 prof -0.9 and bIAP inh 3.3.
`COC(=O)c1ccc(CSc2ncn[nH]2)o1` gave PPARg SRC1 recr 5.5, SRC2 TRFRET art 1541, Lmaj promast 23.1, PPARg SRC-3 ag 0.0, PPARg SRC2 recr -8.4, bIAP act 1, S1P3 antagonist -17.3, ROMK primary 1.43, TLR4 MyD88 comp -3.6, Redox H2O2 prof 1.6 and bIAP inh 4.4.
`O=C(Nc1ccc2sc3ccccc3c(=O)c2c1)c1ccccc1Cl` gave PPARg SRC1 recr 6.2, SRC2 TRFRET art 1935, Lmaj promast -6.6, PPARg SRC-3 ag -3.8, PPARg SRC2 recr 0.3, bIAP act 1, TLR4 MyD88 comp 0.3, Redox H2O2 prof 3.4 and bIAP inh 1.5.
Fc1cccc(-c2cc3nc4c(c(N5CCC6(CC5)OCCO6)n3n2)CCCC4)c1 was read as PPARg SRC1 recr -0.8, SRC2 TRFRET art 1682, Lmaj promast 36.9, PPARg SRC-3 ag 7.7, PPARg SRC2 recr -0.6, bIAP act 1.1, ROMK primary -0.114, TLR4 MyD88 comp 17.1, Redox H2O2 prof -1.1 and bIAP inh -9.3.
O=C(NCCCn1ccnc1)c1cc2c(s1)CCCCC2 was read as PPARg SRC1 recr -4.7, SRC2 TRFRET art 1460, Lmaj promast 59.9*, PPARg SRC-3 ag 3.1, PPARg SRC2 recr 1.1, bIAP act 1, S1P3 antagonist -5.0, TLR4 MyD88 comp -2.2, Redox H2O2 prof 1.4 and bIAP inh 2.3.
COc1nc(C)nc2c1sc(=S)n2C was read as PPARg SRC1 recr 14.7, SRC2 TRFRET art 1644, Lmaj promast -1.6, PPARg SRC-3 ag 5.2, PPARg SRC2 recr -8.7, bIAP act 0.9, S1P3 antagonist -17.9, ROMK primary 0.00527, TLR4 MyD88 comp 18.3, Redox H2O2 prof -3.4 and bIAP inh 5.8.
For Cc1ccc(C(=O)N2CCCC2)c(F)c1F the results were PPARg SRC1 recr 1.5, SRC2 TRFRET art 1615, Lmaj promast -5.1, PPARg SRC-3 ag 4.2, PPARg SRC2 recr 10.7, bIAP act 0.9, TLR4 MyD88 comp -8.2, Redox H2O2 prof 0.4 and bIAP inh 7.1.
For Cc1cc(Cl)c(S(=O)(=O)Nc2cc(S(=O)(=O)N3CCOCC3)ccc2F)cc1OCC(N)=O the results were PPARg SRC1 recr 0.6, SRC2 TRFRET art 1484, Lmaj promast -2.6, PPARg SRC-3 ag 1.1, PPARg SRC2 recr 1.9, bIAP act 1, S1P3 antagonist -3.3, ROMK primary 0.659, TLR4 MyD88 comp 10.9, Redox H2O2 prof -1.1 and bIAP inh 2.6.
`O=c1c2sccc2nc(SCc2cc(=O)n3cc(Br)ccc3n2)n1Cc1ccccn1` gave PPARg SRC1 recr 23.0*, SRC2 TRFRET art 2046*, Lmaj promast 54.6*, PPARg SRC-3 ag 14.2, PPARg SRC2 recr 23.1*, bIAP act 0.8, S1P3 antagonist -10.7, ROMK primary -0.114, TLR4 MyD88 comp -0.6, Redox H2O2 prof -1.1 and bIAP inh 16.4.
O=C1NC(Cc2c[nH]c3ccccc23)C(=O)N1c1ccc(F)cc1 (stereo not drawn) was read as PPARg SRC1 recr -0.7, SRC2 TRFRET art 1437, Lmaj promast 1.8, PPARg SRC-3 ag -2.4, PPARg SRC2 recr 3.7, bIAP act 0.8, ROMK primary -0.0555, TLR4 MyD88 comp -7.2, Redox H2O2 prof 0.2 and bIAP inh 15.8.
CSc1ccccc1NC(=O)Cn1nc([N+](=O)[O-])cc1C was read as PPARg SRC1 recr 2.4, SRC2 TRFRET art 1563, Lmaj promast -12.3, PPARg SRC-3 ag -1.4, PPARg SRC2 recr 2.8, bIAP act 0.9, S1P3 antagonist 11.8, ROMK primary -0.001, TLR4 MyD88 comp 4.2, Redox H2O2 prof -1.7 and bIAP inh 6.7.
For COc1cccc(Nc2ncnc3nc[nH]c23)c1 the results were PPARg SRC1 recr 0.6, SRC2 TRFRET art 1459, Lmaj promast -5.1, PPARg SRC-3 ag -1.6, PPARg SRC2 recr 9.3, bIAP act 1.2, TLR4 MyD88 comp -12.4, Redox H2O2 prof -0.6 and bIAP inh -15.3.
Cc1cc2c3c(c1)C(C)(c1ccccc1)CC(C)(C)N3C(=O)C21C(C#N)=C(N)OC2=C1C(=O)CC(C)(C)C2 (stereo not drawn) was read as PPARg SRC1 recr -1.0, SRC2 TRFRET art 1604, Lmaj promast 50.6*, PPARg SRC-3 ag -13.1, PPARg SRC2 recr 10.2, bIAP act 1.2, ROMK primary -2.58, TLR4 MyD88 comp 6.2, Redox H2O2 prof 0.1 and bIAP inh -15.5.
COc1cccc(-c2nc(CCl)cs2)c1 was read as PPARg SRC1 recr 12.6, SRC2 TRFRET art 1495, Lmaj promast 42.8, PPARg SRC-3 ag -2.9, PPARg SRC2 recr 2.1, bIAP act 1, S1P3 antagonist -10.1, ROMK primary -0.783, TLR4 MyD88 comp 0.5, Redox H2O2 prof -0.8 and bIAP inh -1.0.
For COC(=O)C1=C(C)NC(=O)/C1=C/c1ccc(CNS(=O)(=O)c2ccc(C)cc2)o1 the results were PPARg SRC1 recr 8.6, SRC2 TRFRET art 1593, Lmaj promast 15.8, PPARg SRC-3 ag 3.8, PPARg SRC2 recr -4.2, bIAP act 0.9, S1P3 antagonist -11.4, TLR4 MyD88 comp -8.0, Redox H2O2 prof -0.7 and bIAP inh 6.0.
Screening CCN1CC2([N+](=O)[O-])CC=C(OC)C([N+](=O)[O-])(C1)C2 (stereo not drawn) returned PPARg SRC1 recr 8.5, SRC2 TRFRET art 1619, Lmaj promast -4.9, PPARg SRC-3 ag 4.3, PPARg SRC2 recr 15.5, bIAP act 1.1, S1P3 antagonist -1.1, ROMK primary -0.0433, TLR4 MyD88 comp 1.7, Redox H2O2 prof -0.4 and bIAP inh -9.7.
Screening COc1cccc(C(=O)OCC(=O)Nc2ccccc2N2CCOCC2)c1 returned PPARg SRC1 recr 5.6, SRC2 TRFRET art 1600, Lmaj promast -8.3, PPARg SRC-3 ag 0.1, PPARg SRC2 recr 1.0, bIAP act 0.9, S1P3 antagonist 4.3, ROMK primary -1.02, TLR4 MyD88 comp 9.2, Redox H2O2 prof 2.8 and bIAP inh 5.6.
O=C(NCc1ccccc1)c1ccc(-c2ccccc2F)o1 was read as PPARg SRC1 recr 4.5, SRC2 TRFRET art 1509, Lmaj promast -6.3, PPARg SRC-3 ag -1.5, PPARg SRC2 recr 7.0, bIAP act 0.6, S1P3 antagonist 9.0, TLR4 MyD88 comp 3.1, Redox H2O2 prof 2.5 and bIAP inh 42.6.
